Compound activity: PubChem BioAssay, National Center for Advancing Translational Sciences (NCATS)
Gal4-VP16 FLuc – VP16 counterscreen qHTS for inhibitors of ROR gamma transcriptional activity. Drosophila S2 Gal4-VP16 UAS-luciferase, luminescence, 20 h. Potency, µM (top dose mostly 53.6 µM), without a hit: at the top dose activity, negative = inhibition, most hits filed as inhibitors. 3.5% of 310,000 active;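 further: Gal4-VP16 expression switched on by copper sulfate through the metallothionein promoter; potency means the concentration at half of the fitted maximal effect; on the % scale 0 is the no-effect control and ±100 the full control effect; nearly all actives have a fitted effect of over 50% in size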
NPC1 promoter act – qHTS Assay for NPC1 Promoter Activators; Huh7 NPC1 promoter luciferase reporter, 24 h; 2.4% of 320,000 active; Potency, µM (doses to about 9.22 µM), without a hit: top-dose activation, usual class: activators;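 further: potency means the concentration at half of the fitted maximal effect; % of control where 0% means no effect; nearly all actives have a fitted effect of over 60% in size; reporter is driven by a mutant NPC1 promoter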
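Luminescence read-out of NPC1 promoter-driven luciferase in stably transfected Huh7 cells; compounds delivered in DMSO and left 24 h at 37C, 5% CO2, qHTS titration format.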
BRCA1 expr up – qHTS Assay to Identify Small Molecule Activators of BRCA1 Expression. MCF7-BRCA1-FFLuc reporter, luminescence, 48 h; response scale: scaled: vehicle 0%, 10 µM genistein 100%. Potency, µM (top dose mostly 46.1 µM), for the others: at the top dose activation, actives largely listed as activators. 1.1% of 380,000 active. AID 624202, 2012; further: potency means the concentration at half of the fitted maximal effect; nearly all actives have a fitted effect of over 80% in size; some results filed as inactive show a strong effect at the top dose
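MCF7-BRCA1-FFLuc, 2000 cells/well; 2 h attach, 37 °C/5% CO2; compound 48 h; luciferase substrate 15 min; luminescence end-point. Norm. to genistein 10 microM max activation and DMSO; concentration-response curves fitted.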
p53 reactivation – qHTS assay for re-activators of p53 using a Luc reporter. H1299 p53-A138V BP100-luciferase reporter, luminescence, 24 h. Potency, µM (doses to about 92.2 µM), for the others: at the highest dose activity change, positive = activation, actives largely listed as activators. 0.063% of 320,000 active; further: potency means the concentration at half of the fitted maximal effect; % of control where 0% means no effect; nearly all actives have a fitted effect of over 45% in size
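H1299 (p53-null), stable ts p53-A138V + BP100-Luc; 1000 cells/well, Opti-MEM/10% FBS; cpd 4 pt, 1:5; 24 h, 37 deg C, 5% CO2; detection reagent 10 min RT; luminescence.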
ELG1 DNA repair – qHTS screen for small molecules that inhibit ELG1-dependent DNA repair in human embryonic kidney (HEK293T) cells expressing luciferase-tagged ELG1 | Potency, µM (highest dose often 46.1 µM), for the others: at the highest dose activity change, negative = inhibition, usual class: inhibitors | HEK293T ELG1-luciferase reporter, luminescence, 16 h; DNA damage induced by 5-fluorouridine | 2.3% of 330,000 active | AID 504467, 2011; further: potency means the concentration at half of the fitted maximal effect; on the % scale 0 is the no-effect control and ±100 the full control effect; nearly all actives have a fitted effect of over 55% in size
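Cells (2,000 per well) received 5-fluorouridine plus test compound or DMSO and were incubated 16 hr at 37 °C, 5% CO2. Luciferase activity was read by luminescence 30 min after ONE-Glo addition; signal suppression marked inhibition of damage-induced ELG1 function.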
Tb PFK block – qHTS Assay to Find Inhibitors of T. brucei phosphofructokinase; T. brucei PFK, ADP-Glo luminescence; Potency, µM (doses to about 57.5 µM), without a hit: at the top dose activity, negative = inhibition, usual class: inhibitors; 0.17% of 330,000 active;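 further: potency means the concentration at half of the fitted maximal effect; 0% = uninhibited 1x PFK enzyme wells and -100% = no-enzyme wells; nearly all actives have a fitted effect of over 60% in size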
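ADP-Glo luminescence quantified ADP after 45 min at room temperature, with 1.25 nM T. brucei PFK, 0.1 mM ATP and 0.5 mM fructose-6-phosphate in pH 8.0 TEA buffer. qHTS titrations up to 57 µM; curves classified by quality.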
Rab9 promoter act – qHTS Assay for Rab9 Promoter Activators; Huh7 Rab9 promoter-luciferase reporter, luminescence, 24 h; Potency, µM (series often up to 9.22 µM), for inactives: top-dose activation, negative = inhibition, actives largely listed as activators; 2.8% of 320,000 active; AID 485297, 2010; further: potency means the concentration at half of the fitted maximal effect; % of control where 0% means no effect; nearly all actives have a fitted effect of over 60% in size
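Huh7 reporter line, Rab9 promoter upstream of luciferase. Compound exposure 24 h at 37 °C in reduced-serum medium with 10% FBS. Read-out: luminescence.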
RORgamma inh – qHTS for inhibitors of ROR gamma transcriptional activity | Nuclear receptor ROR-gamma (Mus musculus), P51450 | AID 2551, 2010 | Drosophila S2 Gal4-RORgamma UAS-luciferase reporter, 20 h | Potency, µM (highest dose often 53.6 µM), inactives show top-dose activity change, negative = inhibition, usual class: inhibitors | 5.4% of 310,000 active; further: potency means the concentration at half of the fitted maximal effect; on the % scale 0 is the no-effect control and ±100 the full control effect; nearly all actives have a fitted effect of over 60% in size
Target sequence (P51450 whole entry, looked up, the tested form may be a part): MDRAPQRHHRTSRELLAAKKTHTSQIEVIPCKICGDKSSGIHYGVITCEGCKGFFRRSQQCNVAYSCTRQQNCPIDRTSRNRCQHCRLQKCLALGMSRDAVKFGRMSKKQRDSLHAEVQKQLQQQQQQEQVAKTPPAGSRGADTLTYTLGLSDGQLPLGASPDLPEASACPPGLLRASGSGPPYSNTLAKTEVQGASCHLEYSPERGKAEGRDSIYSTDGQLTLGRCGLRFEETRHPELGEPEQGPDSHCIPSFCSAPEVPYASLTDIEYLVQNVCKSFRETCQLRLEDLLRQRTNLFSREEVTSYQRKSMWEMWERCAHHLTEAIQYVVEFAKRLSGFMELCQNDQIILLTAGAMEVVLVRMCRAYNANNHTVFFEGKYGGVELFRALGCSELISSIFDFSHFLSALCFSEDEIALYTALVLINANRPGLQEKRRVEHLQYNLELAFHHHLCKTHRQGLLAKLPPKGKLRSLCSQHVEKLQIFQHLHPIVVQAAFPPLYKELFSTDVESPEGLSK
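Schneider cells (Drosophila), stable Gal4 DBD–ROR gamma + UAS-luc; 1 hr cmpd preincubation; Cu2+ induction 700 uM final; 20 hr ambient; luminescence.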
ELG1 genotox – qHTS screen for small molecules that induce genotoxicity in human embryonic kidney (HEK293T) cells expressing luciferase-tagged ELG1. 1.3% of 330,000 active. HEK293T ELG1-luciferase reporter, luminescence, 16 h. Potency, µM (doses to about 46 µM), for the others: top-dose activity change, positive = activation, most hits filed as activators; further: potency means the concentration at half of the fitted maximal effect; % of control where 0% means no effect; nearly all actives have a fitted effect of over 60% in size
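Quantitative HTS format in 1536-well plates. HEK293T ELG1-luciferase reporter cells receive test compound and are incubated 16 hr at 37 °C, 5% CO2; ONE-Glo added, 30 min room temperature, then luminescence read.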
TRPV1 agonist – HTS Assay for Compounds that Act as Agonists of the Vanilloid Receptor 1; Transient receptor potential cation channel subfamily V member 1 (Homo sapiens), Q8NER1; TRPV1-expressing cells, Fluo-8 calcium influx, agonist mode; activation, % at 8.33 µM; 0.19% of 320,000 active; AID 540275, 2011; in the data active means activation above about 80%; inconclusive means between about 30% and that limit; further: 0% is about no effect
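Cells expressing TRPV1 were dye-loaded with Fluo-8 and read kinetically: 10 s baseline, 3 min after compound (agonist portion), then 2 min after EC20 capsaicin (allosteric enhancer portion). Calcium-bound dye fluorescence at 480/520 nm.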
FLuc counter – qHTS profiling assay for firefly luciferase inhibitor/activator using purifed enzyme and Km concentrations of substrates (counterscreen for miR-21 project); 6.9% of 360,000 active; purified FLuc, Km substrates, luminescence inhibition; AID 588342, 2011; Luciferin 4-monooxygenase (Photinus pyralis), P08659; Potency, µM (series often up to 57.5 µM), inactives show at the top dose activity change, negative = inhibition, actives largely listed as inhibitors;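 further: potency means the concentration at half of the fitted maximal effect; plate controls were vehicle for no effect and reference inhibitor for full effect; nearly all actives have a fitted effect of over 55% in size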
Target sequence (P08659 whole entry, looked up): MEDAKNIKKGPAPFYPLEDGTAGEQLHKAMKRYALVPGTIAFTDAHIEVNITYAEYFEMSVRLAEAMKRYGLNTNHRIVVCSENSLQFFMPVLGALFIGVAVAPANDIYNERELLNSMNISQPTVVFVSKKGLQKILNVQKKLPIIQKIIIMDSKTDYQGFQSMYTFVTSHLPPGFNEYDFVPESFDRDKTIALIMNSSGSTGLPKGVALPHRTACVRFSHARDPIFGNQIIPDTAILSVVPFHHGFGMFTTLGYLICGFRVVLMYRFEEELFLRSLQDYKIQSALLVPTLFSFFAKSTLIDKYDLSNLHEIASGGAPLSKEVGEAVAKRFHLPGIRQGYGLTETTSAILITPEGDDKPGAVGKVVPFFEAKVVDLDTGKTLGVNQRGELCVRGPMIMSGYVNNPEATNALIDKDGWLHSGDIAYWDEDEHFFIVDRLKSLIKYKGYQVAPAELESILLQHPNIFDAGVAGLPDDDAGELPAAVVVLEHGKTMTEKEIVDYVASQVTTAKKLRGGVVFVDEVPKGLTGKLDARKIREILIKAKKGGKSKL
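Purified P. pyralis luciferase (10nM final) with 10uM D-luciferin and 10uM ATP (Km levels) in 50mM Tris acetate pH 7.5, 10mM Mg acetate, 0.01% Tween-20, 0.05% BSA; qHTS 6-point titration, ~60 µM downward; luminescence read.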
* = called active by the depositor; ? = inconclusive; / = not tested or not shown; [ ] = dose if it differs, or a comment. Unless noted, the call rests on the fitted dose curve; in most records, active means well fitted curve in the direction sought with a large enough effect; inconclusive means small, poorly fitted or top-dose-only effect, or another doubt; inactive means no such curve, though single readings can be large; an effect the other way counts as inactive or inconclusive.

SMILES	Gal4-VP16 FLuc	NPC1 promoter act	BRCA1 expr up	p53 reactivation	ELG1 DNA repair	Tb PFK block	Rab9 promoter act	RORgamma inh	ELG1 genotox	TRPV1 agonist	FLuc counter
C#CCOCCOCCOCCNc1nc(N2CCOCC2)nc(N2CCN(C(=O)CCCCCCCCCCNC(=O)Cn3cc(CCCCCN)nn3)CC2)n1	/	2%	15%	8%	-17%	0%	10%	/	5%	3	-2%
CC1=CC(C)(C)Nc2ccc(OC(=O)c3cccnc3)cc21	0.79µM*	-10%	-69%	-65%[inhibitor]	0%	-7%	4%	0.5µM*	7%	4	-16%
N=c1sccn1CC(=O)Nc1ccc(S(=O)(=O)N2CCOCC2)cc1	8%	2%	-13%	?	-4%	1%	-2%	-14%	0%	-1	9%
CC(=O)NCc1ccc(S(=O)(=O)N2CCN(S(=O)(=O)c3ccc4ccccc4c3)CC2)cc1	/	-5%	-32%	-4%	-13%	0%	-2%	/	?	0	-1%
O=C(NCc1ccc2c(c1)OCO2)C1CC(c2cccc(Br)c2)=NO1 (stereo not given)	2%	-5%	0%	14%	1%	2%	4%	-3%	2%	11	-18%
COc1cc(C(N)=O)cc(Br)c1OC	2%	4%	8%	-8%	-24%	-9%	-10%	-4%	-16%	6	0%
COc1cc(NC(=O)c2c(F)cccc2F)nc(OC)n1	-1%	?	50%	9%	?	-3%	?	17%	10%	-1	?
CCCCCC(N)=O	1%	-4%	-1%	-15%	23%	-8%	0%	27%	1%	0	0%
Cc1ccc(OCc2nnc(SCC(=O)c3ccccc3)n2-c2ccccc2)cc1	?	1%	-50%	?	23µM*	-2%	-1%	?	-10%	?	-6%
CCNS(=O)(=O)c1ccc(CCC(=O)N2CCN(c3ccc(OC)cc3)CC2)cc1	9%	1%	-19%	-4%	-9%	2%	0%	9%	-4%	1	0%
N#C/C(=C\c1cn(CC(=O)N2CCCC2)c2ccccc12)C(=O)NCc1ccc2c(c1)OCO2	-10%	1%	-10%	-2%	13%	0%	0%	12%	0%	-1	5%
O=C(CN1C(=O)CCSc2ccccc21)Nc1ccc2c(c1)OCO2	-4%	-3%	-6%	-6%	?	-17%	0%	28%	0%	1	-2%
Cc1n[nH]c(=O)n1-c1ccc(OC(F)(F)F)cc1	-6%	-5%	-4%	-4%	8%	-8%	-23%	26%	0%	-1	-1%
O=C(Nc1ccn(Cc2ccc(F)cc2)n1)c1ccncc1	-2%	-2%	-6%	7%	?	?	3%	43%	2%	1	-19%
COC(=O)c1ccccc1NC(=S)N(C)C	15%	-1%	-24%	8%	15%	3%	5%	-24%	0%	2	-3%
CCOC(=O)C1(CCCc2ccccc2)CCN(Cc2nccn2CC)CC1	?	-3%	-30%	-3%	-8%	5%	0%	4µM*	-6%	21	-1%
CC(=O)N/C(=C\c1ccccc1)C(=O)OCC(=O)c1c(N)n(CC(C)C)c(=O)n(C)c1=O	/	-1%	-1%	3%	?	4%	-4%	/	0%	0	1%
CC(C)(C)C(=O)Nc1cc2c3c(c1)CC(=O)N3CCC2	0%	-4%	-18%	15%	?	-4%	-1%	1%	6%	0	2%
CC1CCC2C(C1)Nc1c(C(=O)O)cccc1C2(C)C (stereo not given)	-9%	0%	-14%	7%	3%	-3%	0%	6%	0%	-3	?
CCOc1cccc2sc(N(CCCN(C)C)C(=O)c3ccc(S(=O)(=O)N(C)CC4CCCO4)cc3)nc12 (stereo not given)	-9%	3%	-21%	16%	6%	1%	-4%	7%	-5%	-1	1%
CC(C)C(c1nnnn1Cc1ccccc1)N1CCN(Cc2ccc3c(c2)OCO3)CC1 (stereo not given)	-19%	-4%	-30%	-1%	?	-1%	-2%	-23%	-13%	?	2%
O=S(=O)(c1ccccc1C(F)(F)F)N1CCC(n2cnc3ccccc32)CC1	1%	-3%	-45%	-1%	?	1%	4%	?	-9%	12	0%
CCOC(=O)N1CCN(S(=O)(=O)c2ccc(C(=O)Nc3nnc(CC)o3)cc2)CC1	?	-4%	3%	2%	4%	-2%	-4%	?	-2%	-12	16%
Cc1cc(/C=N/NS(=O)(=O)c2ccc(F)c(Cl)c2)no1	-1%	-7%	0%	-3%	-3%	0%	-2%	-18%	2%	3	-8%
CCCC(=O)Nc1ccc2oc(-c3cncc(Br)c3)nc2c1	-24%	1.6µM*	3.2µM*	15%	?	-2%	1.3µM*	-4%	9.2µM*	-7	?
O=C1OC2(CCCCC2)OC(=O)C1=CNc1ccc2c(c1)OCO2	-17%	8%	2%	7%	?	0%	0%	0%	5%	2	?
COc1ccc2cc(CCNS(=O)(=O)c3ccc(NC(C)=O)cc3)c(=O)[nH]c2c1	5%	0%	-11%	-3%	-13%	1%	2%	-1%	6%	0	-1%
CC(C)Cc1nnc(NC(=O)CCC(=O)NC2CCCCC2)s1	-4%	-14%	-3%	0%	12%	3%	-1%	16%	-5%	1	2%
CCOC(=O)C1=C(C)Nc2ncnn2C1/C=C/c1ccccc1 (stereo not given)	5%	/	-63%	/	/	/	/	-39%	/	6	1%
Cc1cccc(OCC(=O)N(Cc2nnc(-c3ccccc3Cl)o2)C2CC2)c1	/	-28%	-5%	-6%	-13%	0%	-9%	/	0%	18	-3%
CC(=O)c1cnc2sccn2c1=O	-9%	-3%	70%	-1%	3%	-3%	3%	-3%	0%	3	-3%
CCc1ccc(/C=N\n2cnnc2)cc1	3%	2%	0%	-2%	0%	-2%	-2%	12%	0%	-3	3%
O=S(=O)(NCc1ccc2c(c1)OCO2)c1cccc(F)c1	1%	2%	-3%	9%	-4%	-6%	-1%	-18%	-3%	-2	-1%
COc1cccc2c1OCC(C(=O)OCc1cccnc1)=C2	2%	0%	-1%	-2%	-2%	-4%	1%	-17%	4%	11	-14%
Cc1csc(=O)n1CCC(=O)OCC(=O)NCc1ccc(Cl)cc1Cl	/	-6%	-2%	3%	-4%	-5%	-4%	/	0%	2	4%
COc1ccc(N(CC(=O)NCCSCc2cccc(Cl)c2)S(C)(=O)=O)cc1	/	0%	13%	/	8%	-3%	-1%	/	2%	-2	0%

Profiles, looked up by structure. Values in the order: Gal4-VP16 FLuc | NPC1 promoter act | BRCA1 expr up | p53 reactivation | ELG1 DNA repair | Tb PFK block | Rab9 promoter act | RORgamma inh | ELG1 genotox | TRPV1 agonist | FLuc counter
Cc1cccc(OCC(=O)N(Cc2nnc(-c3ccccc3Cl)o2)C2CC2)c1 is listed with / | -28% | -5% | -6% | -13% | 0% | -9% | / | 0% | 18 | -3%
CCOC(=O)C1=C(C)Nc2ncnn2C1/C=C/c1ccccc1 (stereo not given) is listed with 5% | / | -63% | / | / | / | / | -39% | / | 6 | 1%
COc1ccc2cc(CCNS(=O)(=O)c3ccc(NC(C)=O)cc3)c(=O)[nH]c2c1 is listed with 5% | 0% | -11% | -3% | -13% | 1% | 2% | -1% | 6% | 0 | -1%

(next part)
SMILES	Gal4-VP16 FLuc	NPC1 promoter act	BRCA1 expr up	p53 reactivation	ELG1 DNA repair	Tb PFK block	Rab9 promoter act	RORgamma inh	ELG1 genotox	TRPV1 agonist	FLuc counter
CN(c1ccc2nc3ccccc3c(=O)n2n1)C1CCCCC1	1.1µM*	-28%	-74%[inhibitor]	-5%	?	-6%	-25%	0.4µM*	-22%	10	0.17µM*
COc1ccc(CCNC(=O)Cn2cccc2C(=O)c2ccccc2)c(OC)c1	-4%	-3%	-23%	-5%	-18%	1%	-4%	1%	-4%	0	-9%
Cc1cccc(N=Nc2cn[nH]c2-c2ccco2)c1	-18%	?	53%	?	?	-2%	?	-3%	10%	5	?
O=C(CSc1nc2ccccc2[nH]1)N/N=C/c1ccco1	3%	-4%	2%	9%	?	0%	1%	15%	?	6	?
Cc1ccc(CC(=O)N/N=C/c2ccc3c(c2)OCO3)cc1	11%	25%	8.9µM*	4%	?	-2%	?	?	?	7	?
CCOC(=O)c1cc(C#N)c(SC(C)C(=O)NC2CCCCC2)nc1C (stereo not given)	/	-4%	0%	-2%	12%	-3%	-2%	/	-1%	3	-1%
Oc1[nH]c2ccccc2c1N=Nc1nncc2ccccc12	-15%	?	21%	26%	?	-3%	3.5µM*	-32%	7%	5	7.6µM*
